TrxR1 inh: qHTS Assay for Inhibitors of Mammalian Selenoprotein Thioredoxin Reductase 1 (TrxR1): qHTS. Thioredoxin reductase 1, cytoplasmic (Rattus norvegicus), O89049. recombinant rTrxR1, NADPH fluorescence consumption, selenite substrate. Potency, µM (doses to about 114 µM), inactives show at the top dose activity change, negative = inhibition, hits mostly inhibitors. hit rate 1% among 390,000; note: % is set by controls: 0 for no effect and ±100 for the full control effect; nearly all actives have a fitted effect of over 65% in size
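Rat TrxR1 (90 nM in the dispensed reagent) was pre-reduced with 400 uM NADPH for 5 min at room temperature, then incubated with compound for 15 min. After 400 uM selenite was added, NADPH fluorescence (Ex 340/Em 450 nm) was followed for 8 min.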
JMJD2A Tudor inh: qHTS Assay for Inhibitors of JMJD2A-Tudor Domain | AID 504339, 2011 | AlphaScreen JMJD2A-Tudor / H3K4me3 peptide binding | hit rate 4.4% among 390,000 | Potency, µM (titrated, usually from 114 µM), for inactives: top-dose activity change, negative = inhibition, hits mostly inhibitors; note: % is set by controls: 0 for no effect and ±100 for the full control effect; nearly all actives have a fitted effect of over 50% in size
GLS inh: qHTS for Inhibitors of Glutaminase (GLS). Glutaminase kidney isoform, mitochondrial (Homo sapiens), O94925. GLS enzymatic activity, qHTS titration. Potency, µM (highest dose often 45.5 µM), for inactives: at the top dose activity change, negative = inhibition, hits mostly inhibitors. hit rate 0.21% among 410,000. AID 624170, 2012; note: % is set by controls: 0 for no effect and ±100 for the full control effect
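Read-out is an Amplex red fluorescence increase coupled through glutamate oxidase and HRP, measured before and after 30 min room-temperature incubation. hKGA is in 45 mM KH2PO4 (pH 8.2) with 0.02% Tween-20; glutamine added as 1mM solution.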
12-LOX inh: Primary qHTS assay for inhibitors of human arachidonate 12S-lipoxygenase (ALOX12): Round 2; Polyunsaturated fatty acid lipoxygenase ALOX12 (Homo sapiens), P18054; purified 12hLO, xylenol orange hydroperoxide absorbance; Potency, µM (series often up to 108 µM), inactives show top-dose activity change, negative = inhibition, hits mostly inhibitors; hit rate 1.1% among 580,000; note: % is set by controls: 0 for no effect and ±100 for the full control effect
Target sequence (P18054 whole entry, looked up): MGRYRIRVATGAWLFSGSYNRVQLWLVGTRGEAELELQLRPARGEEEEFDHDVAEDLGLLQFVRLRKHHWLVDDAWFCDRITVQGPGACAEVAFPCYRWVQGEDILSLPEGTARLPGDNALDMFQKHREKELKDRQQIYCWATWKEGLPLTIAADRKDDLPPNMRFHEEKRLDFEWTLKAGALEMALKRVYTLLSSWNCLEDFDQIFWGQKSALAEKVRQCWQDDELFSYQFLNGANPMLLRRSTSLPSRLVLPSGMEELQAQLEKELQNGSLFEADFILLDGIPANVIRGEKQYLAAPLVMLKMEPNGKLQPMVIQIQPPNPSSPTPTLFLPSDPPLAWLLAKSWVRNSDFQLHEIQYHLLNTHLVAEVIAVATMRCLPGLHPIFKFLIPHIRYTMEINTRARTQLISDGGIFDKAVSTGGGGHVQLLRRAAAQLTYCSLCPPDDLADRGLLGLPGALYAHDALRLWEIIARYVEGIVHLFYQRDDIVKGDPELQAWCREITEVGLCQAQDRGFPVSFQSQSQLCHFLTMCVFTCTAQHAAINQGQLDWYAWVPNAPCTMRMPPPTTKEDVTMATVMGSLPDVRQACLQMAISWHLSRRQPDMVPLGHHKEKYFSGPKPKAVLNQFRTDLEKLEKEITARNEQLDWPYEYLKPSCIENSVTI
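Hydroperoxide product was detected by ferrous iron/xylenol orange as the 573 to 405 nm absorbance ratio. Arachidonic acid at 40 uM (final) was turned over for 30 min at room temperature by 150 nM human 12hLO, pH 7.0 Hepes buffer, after 15 min compound preincubation.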
RGS4 inhibitor: Inhibitors of Regulator of G Protein Signaling (RGS) 4: qHTS | Transcreener GDP fluorescence polarization, RGS4-accelerated GTP hydrolysis | hit rate 0.039% among 390,000 | Regulator of G-protein signaling 4 (Homo sapiens), P49798 | Potency, µM (doses to about 114 µM), inactives show at the top dose activity change, negative = inhibition, hits mostly inhibitors | AID 504845, 2011; note: % is set by controls: 0 for no effect and ±100 for the full control effect; nearly all actives have a fitted effect of over 75% in size; some results filed as inactive show a strong effect at the top dose
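MLSMR compounds (23 nl, pin-transferred) preincubated 10 min at room temperature with a 500nM (2x) first reagent, then RGS4 at 900nM (2x) plus Transcreener GDP mix added; fluorescence polarization (620/688 nm) read before and after 90 min at 30 °C.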
HP1b binding inh: HTS for Inhibitors of HP1-beta Chromodomain Interactions with Methylated Histone Tails; hit rate 0.56% among 390,000; AlphaScreen HP1-beta / biotin-H3K9me3 peptide binding; Potency, µM (top dose mostly 114 µM), for the others: top-dose activity change, negative = inhibition, hits mostly inhibitors; Chromobox protein homolog 1 (Homo sapiens), P83916; note: nearly all actives have a fitted effect of over 70% in size; inactives centre near 23
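AlphaScreen: HP1-beta (50 nM) preformed 30 min with biotin-H3(1-18)K9me3 peptide (50 nM) in PBS pH 7.4, 0.01% Tween-20. Compound added for 30 min at RT, then streptavidin donor/nickel chelate acceptor beads (10 ug/mL) for 30 min.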
Pin1 inh: qHTS Assay to Find Inhibitors of Pin1 | Peptidyl-prolyl cis-trans isomerase NIMA-interacting 1 (Homo sapiens), Q13526 | hit rate 0.009% among 390,000 | Pin1 FP peptide displacement, HiFluor488, 10 min | Potency, µM (top dose mostly 115 µM), for inactives: at the top dose activity, negative = inhibition, usual class: inhibitors; active = well fitted inhibition curve with a large enough effect in the polarisation, with a control signal flat, not every such curve was filed as active; inconclusive = small, poorly fitted or top-dose-only effect, or effect the other way, or a change in a side signal; inactive = no such curve, though single readings can be large or run the other way; the % refers to the polarisation; note: % is set by controls: 0 for no effect and ±100 for the full control effect
PGK inhibitor: qHTS Assay to Find Inhibitors of Phosphoglycerate Kinase | PGK/GAPDH coupled, Kinase-Glo luminescence, 60 min | hit rate 0.043% among 380,000 | Potency, µM (titrated, usually from 57.5 µM), inactives show at the top dose activity change, negative = inhibition, hits mostly inhibitors | AID 602233, 2012; note: % is set by controls: 0 for no effect and ±100 for the full control effect; nearly all actives have a fitted effect of over 60% in size
Target sequence (P07378 whole entry, looked up): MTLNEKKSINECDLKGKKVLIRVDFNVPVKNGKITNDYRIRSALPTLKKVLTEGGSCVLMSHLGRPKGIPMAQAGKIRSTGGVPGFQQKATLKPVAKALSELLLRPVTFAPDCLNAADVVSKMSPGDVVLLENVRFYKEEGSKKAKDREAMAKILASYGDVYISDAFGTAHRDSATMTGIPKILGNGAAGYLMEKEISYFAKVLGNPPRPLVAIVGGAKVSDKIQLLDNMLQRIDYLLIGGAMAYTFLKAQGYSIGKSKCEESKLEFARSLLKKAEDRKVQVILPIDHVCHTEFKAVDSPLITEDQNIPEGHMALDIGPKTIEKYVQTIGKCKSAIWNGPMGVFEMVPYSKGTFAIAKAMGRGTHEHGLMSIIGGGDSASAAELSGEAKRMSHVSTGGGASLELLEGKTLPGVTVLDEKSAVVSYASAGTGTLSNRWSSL
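Recombinant glycosomal PGK reaction used 1,3-bisphosphoglycerate generated in-well by GAPDH (100nM final) in 100mM TEA pH 7.6, 5mM MgCl2, 0.01% Tween-20. After 60 minutes at room temperature, ATP was read by Kinase-Glo Plus luminescence end-point.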
ERG Ets-DNA blk: qHTS for Small Molecule Inhibitors of the ERG Ets/DNA interaction; Potency, µM (doses to about 76.9 µM), inactives show at the top dose FP activity, negative = inhibition, actives largely listed as inhibitors; hit rate 0.028% among 370,000; fluorescence polarization, His-ERG Ets domain / labelled DNA; AID 624246, 2012; active = well fitted inhibition curve with a large enough effect in the polarisation, with a control signal flat; inconclusive = small, poorly fitted or top-dose-only effect, or effect the other way, or a change in a side signal; inactive = no such curve, though single readings can be large or run the other way; the % refers to the polarisation;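 note: polarization taken with two DNA probes labelled with fluorescein and Texas red; % of control where 0% means no effect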
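His-tagged ERG Ets domain (1 uM in the protein solution; 300mM KCl, 50mM Tris-HCl, 1mM EDTA, 1mM DTT, pH 7.5) received compound, then a probe mix of 5 nM fluorescein-DNA and 100nM Texas-615-DNA. Fluorescence polarization was read for both dyes.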
* marks the source's active call; other numbers are inactive results; i = inactive; ? = inconclusive; nt = no result given; & = joins results of further samples; [ ] = remark or other dose. Unless noted, calls come from the whole dose curve; as a rule, active = well fitted curve in the direction sought with a large enough effect; inconclusive = small, poorly fitted or top-dose-only effect, or another doubt; inactive = no such curve, though single readings can be large; an effect the other way counts as inactive or inconclusive. Potency is the fitted concentration of half-maximal effect.

SMILES	TrxR1 inh	JMJD2A Tudor inh	GLS inh	12-LOX inh	RGS4 inhibitor	HP1b binding inh	Pin1 inh	PGK inhibitor	ERG Ets-DNA blk
O=C(NCc1ccco1)c1cc2sccc2n1Cc1ccccc1	-22%	-32%	2%	0%	-25%	6%	14%	-1%	0%
CCOC(=O)C1(C)Oc2cccnc2NC1=O (stereo unspecified)	-6%[57.1 µM]	-26%	-3%	-13%	3%	11%	-8%	-7%	3%
COc1ccccc1-n1cnc2cc(NC(C)=O)ccc21	13%	1%	16%	?	11%	20%	3%	7%	-2%
COc1ccc(CCNc2nc(-c3ccncc3)cs2)cc1OC	22%	-7%[11.4 µM]	-2%	0%	21%[11.4 µM]	11%	-1%	-8%	10%
CCOC(=O)N1CCN(c2nc(-c3ccc(Cl)cc3)cs2)CC1	27%	-7%	20%	-11%	18%	55%[activator]	-3%	-8%	nt
COc1ccc(S(=O)(=O)N2CCCCCC2)cc1NC(=O)CCc1cc(OC)c(OC)c(OC)c1	25%	-24%	1%	5%	5%	22%	-1%	i	7%
C[C@@H]1CCCCCCCCCCC1=O	23%	4%	0%	0%	-3%	50%[activator]	0%	0%	8%
CC(C)c1ccc(C(=O)COC(=O)C(O)c2ccccc2)cc1 (stereo unspecified)	3%[57.1 µM]	-14%	-9%	2%	-6%	31%	1%	i	2%
Cc1ccc(NC(=O)c2cnc(SCC(=O)N3CCOCC3)n(C)c2=O)cc1	21%[57.1 µM]	-15%	-2%	5%	1%	20%	-5%	-10%	2%
Cc1ccccc1-n1c(O)c(C=NC2CCS(=O)(=O)C2)c2ccccc2c1=O (stereo unspecified)	-10%	-3%	2%	-45%	11%	41%[activator]	0%	8%	-3%
N#Cc1c(NC(=O)C(=O)NCCCN2CCOCC2)sc2c1CCC2	3%	-17%	20%	-3%	-23%	30%	-1%	i	1%
COc1ccc2cc(C=NS(=O)(=O)c3ccc(C)cc3)n(C)c2c1	-18%	4%	15%	-16%	-1%	71%[activator]	-10%	-1%	18%
CCOC(=O)C1CCCN(S(=O)(=O)c2cc(-c3onc(C)c3C)ccc2OC)C1 (stereo unspecified)	13%[57.1 µM]	1%	8%	-26%	-14%	52%[activator]	4%	0%	-3%
CCc1ccccc1N1CC(c2nnc(NC(=O)c3ccco3)s2)CC1=O (stereo unspecified)	22%	-21%	-1%	-2%	20%	6%	-2%	i	-3%
CCc1ccccc1NC(=O)Cn1nnc(C(=O)NCc2cccc(OC)c2)c1N	13%&16%	-31%&-30%	-16%&-12%	-2%&-18%	-8%&5%	2%[57 µM]	18%&12%	0%&-3%	3%&4%
CCOC(=O)C1=C(CN2CCN(c3cc(C)ccc3C)CC2)NC(=O)NC1c1ccccc1 (stereo unspecified)	23%	?	7%	-16%	7%	-16%	0%	-10%	1%
O=C(Nc1ccc2oc(-c3ccncc3)nc2c1)c1ccc2c(c1)OCO2	4%	?	-24%	?	?	10%	22%	-4%	7%
CCN(Cc1nc2cc(OC)c(OC)cc2c(=O)[nH]1)C(=O)c1ccc(S(=O)(=O)N(C)C)cc1	11%	7%	?	-2%	-1%	32%[activator]	1%	-2%	1%
CCOc1cc(/C=C2/NC(=S)NC2=O)ccc1OCc1ccc([N+](=O)[O-])cc1	-14%	?	-5%	5%	-49%	9%	?	-3%	-12%
Cc1ccc(NC(=O)c2c(F)cccc2Cl)cc1S(=O)(=O)N1CCOCC1	16%	0%	-1%	?	-15%	33%	4%	-7%	9%
CC(NC(=O)CSc1n[nH]c(=O)[nH]c1=O)C1CC2CCC1C2 (stereo unspecified)	33%	-7%	-10%	-18%	-19%[56.9 µM]	70%[activator]	2%	9%	-4%
CC(=O)NCCc1c[nH]c2ccc(OCC(O)CNC(C)(C)C)cc12 (stereo unspecified)	3%	-8%	25%	-14%	18%	30%	0%	-4%	-3%
S=C(Nc1cc(Cl)cc(Cl)c1)N1CCCC1	-11%	-9%	7%	nt	-2%	34%	1%	5%	1%
Cc1cccc(-n2c(SCC(=O)N3CC(=O)Nc4ccccc43)nc3ccccc3c2=O)c1	8%[57.1 µM]	-18%	-8%	-23%	-15%	6%	?	-8%	21%
Cc1cc(C)cc(N(C(C)C(=O)NCc2ccc3c(c2)OCO3)S(C)(=O)=O)c1 (stereo unspecified)	12%	0%	0%	-3%	2%	13%	-5%	-1%	-14%
CCOC(=O)c1cnc2cc(Cl)c(OC)cc2c1Nc1ccc(Br)cc1C	-3%	-12%	-8%	-21%	-16%	39%[activator]	4%	-1%	3%
Cc1nc(N2CCOCC2)c2c(C(=O)NCCc3ccccc3)c(C)oc2n1	18%	-5%	-11%	-16%	18%	27%	-3%	6%	7%
CC1CCN(S(=O)(=O)c2ccc3ncn(CC(=O)Nc4ccccc4C(F)(F)F)c(=O)c3c2)CC1	15%	-15%	-2%	-6%	11%	12%	-3%	i	-2%
CCN(C(=O)Cc1c(C(=O)O)n(C)c2ccccc12)c1cc(OC)ccc1OC	-1%[57.1 µM]	6%	-1%	6%	-17%	17%	1%	-6%	-7%
O=C(O)Cc1sc(N/N=C\c2ccccc2)nc1-c1ccccc1	?	?	-19%	45µM*	-12%	-23%	-6%	-8%	18%
O=c1[nH]c(CN2CCCCC2)nc2c1C1(CCCCC1)Cc1ccccc1-2	8%[57.1 µM]	-6%	-5%	37%	13%	38%[activator]	5%	-5%	-1%
CC1(C)CC(=O)C(C=NCCN2CCNCC2)=C(O)C1	-22%	1%	-8%	31%[activator]	4%	44%[activator]	-7%	0%	2%
CCOc1ccccc1N1CCN(c2nc3ccccc3nc2C(C#N)C(=O)OC(C)C)CC1 (stereo unspecified)	26%	?	5%	10%	-20%[56.9 µM]	11%	6%	-13%	12%
CCOC(=O)[C@H]1[C@H]2COc3ccc(Br)cc3[C@@H]2N2C(=O)CN(Cc3ccccc3)C(=O)[C@@]12C	16%[57.1 µM]	-13%	2%	1%	1%	57%[activator]	9%	-4%	2%
O=c1c2c(nc3nc(CCc4ccccc4)[nH]n13)CCC2	10%[57.1 µM]	-25%	3%	?	9%	39%	-9%	i	0%
CCCC(C)NC(=S)NC(=O)c1cc(S(=O)(=O)N2CCOCC2)ccc1C (stereo unspecified)	-9%	-11%	0%	?	-18%	30%	-7%	-13%	-8%
COc1cccc(CNC(=O)CCNS(=O)(=O)c2ccc3c(c2)oc(=O)n3C)c1	17%&3%	-9%&-4%	0%&-4%	-16%&-21%	7%&10%	11%[57 µM]	9%&0%	-1%&0%	5%&4%
COc1cccc(NC(=O)NCc2ccccc2F)c1	2%	-11%	52%[activator]	-2%	-27%[11.4 µM]	11%	-28%	-1%	-5%
CC1=C(C(=O)OCC2CCCCC2)C(c2ccccc2F)NC(=O)N1 (stereo unspecified)	23%[57.1 µM]	-7%	11%	88%[activator]	-12%	4%	9%	i	-6%
CC(C)CN(C1CCS(=O)(=O)C1)S(=O)(=O)c1ccc(C(C)C)cc1 (stereo unspecified)	1%	-3%	1%	-6%	12%	37%[activator]	-11%	-6%	-13%
CCc1ccc(NC(=O)C2CCN(S(=O)(=O)c3cccc(-c4noc(C)n4)c3)CC2)cc1	0%[57.1 µM]	-21%	3%	2%	4%	9%	20%	3%	11%
COC(=O)c1ccccc1NC(=O)CSc1nc(-c2ccccc2)cc(C(F)(F)F)n1	6%	29%	15%	-20%	-14%	97%[activator]	18%	8%	1%
CC(C)(C)c1ccc(OCc2ccc(C(=O)NN)o2)cc1	26%	-25%	7%	192%[activator]	30%	33%	-3%	i	-5%
CC(C)CN(CC(C)C)C(=O)C12CCC(C)(C(=O)O1)C2(C)C (stereo unspecified)	7%[57.1 µM]	10%	-6%	0%	-29%	58%[activator]	-1%	-8%	-18%
C=CCNc1nnc(-c2ccncc2)s1	-25%	8%	1%	0%	21%	18%	2%	3%	4%
Cc1nc2c(C(=O)NCCC(C)C)cnn2c(C)c1Cc1c(F)cccc1Cl	8%[57.1 µM]	5%	0%	?	1%	47%[activator]	-1%	-1%	-6%
CCCOc1ccc(CN(CCO)CCO)cc1C(=O)OC	-18%	-21%	17%	5%	0%	8%	-15%	-6%	-3%
COc1cc2c(cc1OC)C(c1ccc(-c3cc(Cl)ccc3Cl)o1)=NCC2	-17%	?	?	nt	?	5%	?	4%	-2%

Grouped by structure, the compounds so far with a cyano group
SMILES	TrxR1 inh	JMJD2A Tudor inh	GLS inh	12-LOX inh	RGS4 inhibitor	HP1b binding inh	Pin1 inh	PGK inhibitor	ERG Ets-DNA blk
N#Cc1c(NC(=O)C(=O)NCCCN2CCOCC2)sc2c1CCC2	3%	-17%	20%	-3%	-23%	30%	-1%	i	1%
CCOc1ccccc1N1CCN(c2nc3ccccc3nc2C(C#N)C(=O)OC(C)C)CC1 (stereo unspecified)	26%	?	5%	10%	-20%[56.9 µM]	11%	6%	-13%	12%

Bioassay records deposited in PubChem BioAssay by National Center for Advancing Translational Sciences (NCATS).

This is a subset (hit frequency here may not be typical).
